High-throughput results: PubChem, National Center for Advancing Translational Sciences (NCATS)
aSyn rescue = inhibitors of alpha-synuclein toxicity in yeast | Yeast expressing alpha-synuclein, growth rescue, BacTiter-Glo, 24 h | Potency, µM (series often up to 46.1 µM), inactives show top-dose growth rescue (activation), usual class: activators | 0.14% of 370,000 active | AID 652106; further: potency means the concentration at half of the fitted maximal effect; % of control where 0% means no effect; nearly all actives have a fitted effect of over 65% in size
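Readout is rescue of growth in alpha-synuclein-expressing yeast, so inhibitors of toxicity appear as activators. Growth after 24 hr at 30 deg C in galactose medium is quantified by luminescence.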
PTHR1 ag = PTHR1 (human) receptor agonism; Q03431; Potency, µM (doses to about 115 µM), for the others: at the highest dose activation, actives largely listed as activators; AID 743266; HEK293 GP2 PTHR1 cells, GloSensor cAMP luminescence, 1 h; 0.075% of 410,000 active; further: potency means the concentration at half of the fitted maximal effect; nearly all actives have a fitted effect of over 55% in size; some results filed as inactive show a strong effect at the top dose; inactives centre near -15; many of its hits are not listed in these tables
Target sequence (Q03431 whole entry, looked up): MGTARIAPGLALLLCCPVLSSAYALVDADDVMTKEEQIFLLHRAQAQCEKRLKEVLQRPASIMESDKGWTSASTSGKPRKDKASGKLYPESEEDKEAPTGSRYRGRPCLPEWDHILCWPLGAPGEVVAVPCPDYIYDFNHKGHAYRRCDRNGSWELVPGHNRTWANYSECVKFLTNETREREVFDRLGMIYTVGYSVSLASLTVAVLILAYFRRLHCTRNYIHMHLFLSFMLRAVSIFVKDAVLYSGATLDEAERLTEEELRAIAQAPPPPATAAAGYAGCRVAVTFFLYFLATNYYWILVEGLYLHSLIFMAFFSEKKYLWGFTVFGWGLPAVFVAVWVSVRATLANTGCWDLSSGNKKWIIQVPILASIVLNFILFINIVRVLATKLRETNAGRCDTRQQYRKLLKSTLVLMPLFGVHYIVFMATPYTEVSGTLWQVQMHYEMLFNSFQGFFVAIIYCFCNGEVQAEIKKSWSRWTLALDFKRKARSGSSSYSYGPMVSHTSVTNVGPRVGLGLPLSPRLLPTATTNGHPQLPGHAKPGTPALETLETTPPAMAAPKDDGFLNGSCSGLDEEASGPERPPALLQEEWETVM
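HEK-293-derived GP2 cells expressing PTHR1 and a GloSensor cAMP reporter, 3,000/well, plated overnight, given luciferin plus IBMX (each 0.5 mM as added) for 1 h at 37 °C, then compound for 1 h at 37 °C. Luminescence was read after 15 min at room temperature.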
D3 ag = D3 dopamine receptor (human) agonism | max activation, % | P35462 | AID 652048 | 0.58% of 410,000 active | D3R DiscoveRx beta-arrestin cells, luminescence, 90 min; in the data active means max activation above about 30%; further: 0% is about no effect; mostly tested at two doses, the higher about 12 µM
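Agonist-mode cell screen: cells plated at 1500/well and incubated overnight at 37 °C, then exposed to library compounds for 90 min at 37 °C. Detection reagent was added for 30–60 min at room temperature, and luminescence was read.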
KB-V1 MDR tox = kills drug-selected multidrug resistant KB-V1 cells; Potency, µM (top dose mostly 46.1 µM), without a hit: top-dose activity change, negative = cytotoxicity, usual class: cytotoxic; KB-V1 MDR cells viability, CellTiter-Glo, 72 h; 3.4% of 400,000 active; further: potency means the concentration at half of the fitted maximal effect; on the % scale 0 is the no-effect control and ±100 the full control effect; nearly all actives have a fitted effect of over 60% in size
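Readout: CellTiter-Glo luminescence, 10 min after addition. Cells: KB-V1 MDR subline, 72 h at 37 degrees C with compound. Analysis: corrected, normalized data fitted to concentration-effect curves.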
GLP1R inv ag = acts as inverse agonist at human GLP-1 receptor; 1.6% of 410,000 active; Potency, µM (titrated, usually from 38.3 µM), for inactives: at the top dose activity change, negative = inhibition, hits mostly inhibitors; HEK293 GLP-1R CRE-luciferase, luminescence, 24 h; GLP-1R form is constitutively active; further: potency means the concentration at half of the fitted maximal effect; on the % scale 0 is the no-effect control and ±100 the full control effect; nearly all actives have a fitted effect of over 55% in size
Target sequence (P43220 whole entry, looked up): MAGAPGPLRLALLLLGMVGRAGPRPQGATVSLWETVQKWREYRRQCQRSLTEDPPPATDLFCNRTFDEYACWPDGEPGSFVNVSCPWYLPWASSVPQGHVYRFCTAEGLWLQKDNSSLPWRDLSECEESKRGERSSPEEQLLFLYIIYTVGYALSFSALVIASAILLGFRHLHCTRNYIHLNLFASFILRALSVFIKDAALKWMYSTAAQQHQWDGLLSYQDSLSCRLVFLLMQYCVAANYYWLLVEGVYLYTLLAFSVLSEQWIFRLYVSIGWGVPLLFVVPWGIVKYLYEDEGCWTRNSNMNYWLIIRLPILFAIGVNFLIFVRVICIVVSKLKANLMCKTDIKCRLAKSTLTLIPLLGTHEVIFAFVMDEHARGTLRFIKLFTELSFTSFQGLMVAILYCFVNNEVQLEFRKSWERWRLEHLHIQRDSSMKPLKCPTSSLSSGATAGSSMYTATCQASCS
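GLP-1R inverse agonism mode: basal reporter luminescence in engineered HEK293 cells measured after one day of compound exposure at 37 deg C, with a 12 min room-temperature detection step.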
DRD3 antagonist = blocks the human D3 dopamine receptor. P35462. max response, negative = inhibition, %. D3R cells, DiscoveRx beta-arrestin luminescence, antagonist mode; active compounds read low. 2.5% of 360,000 active; in the data active means max response below about -50%; inconclusive means no clear call, values can overlap the other calls; further: on the % scale 0 is the no-effect control and ±100 the full control effect; mostly tested at two doses, the higher about 12 µM
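Cells plated overnight at 1500 cells/well, then exposed to library compounds with dopamine controls for 90 minutes at 37 degrees C. DiscoveRx reagent added for 30–60 minutes at room temperature; luminescence read, quantitative HTS format.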
GLP1R ag = GLP-1 receptor (human) agonism. P43220. HEK293 GLP-1R CRE-luciferase, luminescence, 4-6 h; cells express a hypersensitive GLP-1R form. Potency, µM (titrated, usually from 45.6 µM), inactives show at the highest dose activation, usual class: activators. 0.007% of 380,000 active; further: potency means the concentration at half of the fitted maximal effect; % of control where 0% means no effect
GLP1R cytotox = cytotoxicity counter-screen for GLP-1 receptor inverse agonists. HEK293 cAMP-luciferase reporter cells, luminescence, 24 h. Potency, µM (series often up to 38.3 µM), inactives show at the top dose activity change, negative = inhibition, actives largely listed as inhibitors. 0.13% of 410,000 active. AID 624418;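 further: loss of luciferase light is scored as toxicity; potency means the concentration at half of the fitted maximal effect; on the % scale 0 is the no-effect control and ±100 the full control effect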
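Here, cytotoxicity is scored as loss of luminescence. The MLSMR collection was tested on cells seeded in medium containing 10% Nu serum, with a 24 hr compound exposure preceded by 12 hours of culture.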
TDP43 rescue = rescues yeast growth from TDP-43 toxicity | TDP-43 expressing yeast growth rescue, BacTiter-Glo, 24 h | Potency, µM (titrated, usually from 46.1 µM), inactives show at the top dose growth rescue (activation), most hits filed as activators | 1.8% of 410,000 active; further: potency means the concentration at half of the fitted maximal effect; % of control where 0% means no effect; nearly all actives have a fitted effect of over 50% in size
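Yeast expressing TDP-43 (pregrown in raffinose, seeded at OD600=0.02 in galactose medium) exposed to compounds 24 hr at 30 deg C. Growth read by BacTiter-Glo luminescence; rescue of toxicity appears as increased signal.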
An asterisk follows results filed as active; i = inactive; ? = inconclusive; . = not tested or not shown; [ ] = dose if it differs, or a comment. Unless noted, the call rests on the fitted dose curve; in most records, active means well fitted curve in the direction sought with a large enough effect; inconclusive means small, poorly fitted or top-dose-only effect, or another doubt; inactive means no such curve, though single readings can be large; an effect the other way counts as inactive or inconclusive. These rows are one share of the data; count on the stated rates, not on these rows.

SMILES	aSyn rescue	PTHR1 ag	D3 ag	KB-V1 MDR tox	GLP1R inv ag	DRD3 antagonist	GLP1R ag	GLP1R cytotox	TDP43 rescue
Cc1cc(C)cc(-n2c3ccc(NC(=O)Cc4cccc5ccccc45)cc3c(=O)n2C)c1	-9.5%	-15.1%	-11.3	?	?	-14.2	4.6%	-24.0%	12.7%
Cc1cc(NC(=O)CCC(=O)N(CC(=O)NC2CCCC2)c2ccc(C)c(F)c2)no1	-0.7%	8.6%	-1.7	1.5%	0.9%	1.0	9.6%	2.8%	-8.8%
Cc1ccc(C(=O)N/C(=C/c2ccco2)C(=O)NCCc2c[nH]c3ccccc23)cc1	2.6%	i	2.4	?	-26.8%	0.8	-5.8%	-9.2%	0.7%
O=C(Cc1c(F)cccc1Cl)NNC(=O)c1ccc(Br)s1	0.4%[1.84 µM]	-42.1%[inhibitor]	-19.9	10.7%	-9.4%	4.7	0.4%	-3.0%	6.9%
CN(C1CCCCC1)S(=O)(=O)c1ccc(=S)[nH]c1	-8.3%	i	-3.8	14.6µM*	-12.5%	11.9	-45.8%	-10.6%	?
COc1cccc(NC(=O)CCS(=O)(=O)c2cccs2)c1	1.9%	i	2.4	-1.6%	0.5%	0.0	-7.6%	-2.7%	8.9%
Cc1cc(Cl)c(S(=O)(=O)NC(C(=O)O)C(C)C)cc1OCC(=O)NC1CCCCC1 (stereo not given)	0.9%	-9.1%	1.2	5.8%	-4.9%	9.6	2.4%	8.8%	15.3%
CCc1ccc(OCCOCC(O)CN(CCO)CCO)cc1 (stereo not given)	1.4%	i	2.0	-9.9%	-10.2%	25.8	-7.8%	-6.4%	2.1%
COc1ccc(CN2COc3ccc4c(oc(=O)c5ccccc54)c3C2)cc1OC	.	-17.8%	-8.5	0.0%	14.5%	.	.	-2.4%	-23.1%
COc1cc(Cl)c(CNC[C@H]2O[C@@H](n3cnc4c(=O)[nH]c(N)nc43)[C@H](O)[C@@H]2O)c(Cl)c1O	-1.5%	8.0%	3.5	13.0%	2.9%	15.0	-1.6%	4.6%	9.8%
COc1ccc(C(=O)OCn2nnc3ccccc3c2=O)cc1[N+](=O)[O-]	3.0%	-0.6%	2.6	0.7%	108.8%[activator]	-13.1	10.1%	-6.0%	7.9%
COCCCNC(=O)c1ccc(CS(=O)(=O)c2ccc(Br)cc2)o1	-3.9%	i	3.5	-22.4%	-13.8%	2.0	9.7%	1.6%	0.0%
COc1c(NC(C)=O)c2ccccc2c2ccccc12	8.0%	i	-0.8	11.8%	22.7%	6.0	5.0%	10.5%	-0.3%
CCOC(=O)c1cc2[nH]c3ccccc3c2[n+](-c2ccc([N+](=O)[O-])cc2)c1N	2.4%	-12.4%	1.3	-16.1%	15.3%	6.7	-7.2%	?	13.3%
COc1cc2[nH]c(-c3ccc(C)cc3)cc(=O)c2cc1OC	-5.9%	i	-67.6	6.0%	35.6%[activator]	-111.5*	-1.1%	3.2%	6.5%
CC1CCCN(Cc2ccc(OCc3ccccc3)cc2)C1 (stereo not given)	-4.1%	?	-32.5	0.0%	?	?	?	?	-17.9%
CCOC(=O)Cn1c(CN(Cc2ccccc2)Cc2ccccc2)nc2c1c(=O)[nH]c(=O)n2C	5.0%	-18.4%	6.4	?	-3.2%	6.4	-5.0%	-13.9%	-17.1%
O=C(COC(=O)c1ccc(Br)o1)Nc1ccc(F)cc1[N+](=O)[O-]	-6.5%	i	1.2	?	5.8%	3.5	7.5%	-11.5%	24.5%
O=C(Nc1nccs1)C(NS(=O)(=O)c1ccc(Br)s1)c1ccccc1 (stereo not given)	5.3%	i	4.3	1.4%	-22.0%	13.8	0.3%	-11.6%	1.9%
CC1(C(=O)O)CCC(C(=O)NC2CCCCC2)C1(C)C (stereo not given)	3.1%	i	-0.8	13.5%	5.5%	-8.6	-4.2%	12.8%	-9.6%
Cc1ccc(/C=C/C(=O)N2CCc3ccccc3C2)cc1	-8.4%	-7.2%	-3.1	-3.0%	-22.8%	0.0	?	1.7%	12.7%
COc1ccc(NC(=S)Nc2ncccc2C)cc1OC	6.1%	-9.5%	-2.3	-21.1%	13.3%[7.66 µM]	-21.4	15.7%	-7.9%[7.66 µM]	16.9%[9.22 µM]
COc1ccc(CN2CCN(C3CCOCC3)CC2CCO)c(C)c1C (stereo not given)	-7.3%	i	-14.2	-13.5%	-8.4%	-23.1	3.1%	-17.1%	1.8%
CNc1ncnc2c1cnn2-c1ccc(C)c(C)c1	.	-14.5%	5.2	-4.5%	0.3%	.	.	-10.8%	11.2µM*

A second format for some results above:
molecule | aSyn rescue | PTHR1 ag | D3 ag | KB-V1 MDR tox | GLP1R inv ag | DRD3 antagonist | GLP1R ag | GLP1R cytotox | TDP43 rescue
COc1c(NC(C)=O)c2ccccc2c2ccccc12 | 8.0% | i | -0.8 | 11.8% | 22.7% | 6.0 | 5.0% | 10.5% | -0.3%
CCOC(=O)c1cc2[nH]c3ccccc3c2[n+](-c2ccc([N+](=O)[O-])cc2)c1N | 2.4% | -12.4% | 1.3 | -16.1% | 15.3% | 6.7 | -7.2% | ? | 13.3%
COc1cc2[nH]c(-c3ccc(C)cc3)cc(=O)c2cc1OC | -5.9% | i | -67.6 | 6.0% | 35.6%[activator] | -111.5* | -1.1% | 3.2% | 6.5%
CC1CCCN(Cc2ccc(OCc3ccccc3)cc2)C1 (stereo not given) | -4.1% | ? | -32.5 | 0.0% | ? | ? | ? | ? | -17.9%
CCOC(=O)Cn1c(CN(Cc2ccccc2)Cc2ccccc2)nc2c1c(=O)[nH]c(=O)n2C | 5.0% | -18.4% | 6.4 | ? | -3.2% | 6.4 | -5.0% | -13.9% | -17.1%
O=C(COC(=O)c1ccc(Br)o1)Nc1ccc(F)cc1[N+](=O)[O-] | -6.5% | i | 1.2 | ? | 5.8% | 3.5 | 7.5% | -11.5% | 24.5%
O=C(Nc1nccs1)C(NS(=O)(=O)c1ccc(Br)s1)c1ccccc1 (stereo not given) | 5.3% | i | 4.3 | 1.4% | -22.0% | 13.8 | 0.3% | -11.6% | 1.9%

Additional compounds.
SMILES	aSyn rescue	PTHR1 ag	D3 ag	KB-V1 MDR tox	GLP1R inv ag	DRD3 antagonist	GLP1R ag	GLP1R cytotox	TDP43 rescue
Cc1ccc(-c2nc3c4ccccc4ccn3c2Cc2ccccc2)cc1	0.0%	i	-0.6	-4.2%	-29.9%	22.1	-1.6%	1.9%	0.0%
O=C1N[C@@H](Cc2ccccc2)COC(=O)[C@H](Cc2ccc(F)cc2)C/C=C\C[C@H]1CC(=O)N(CCO)Cc1ccccc1	0.1%	i	7.2	0.0%	-28.8%	-5.3	0.5%	-10.1%	?
Cc1ccccc1C(=O)c1cccn1CC(=O)NCc1ccccc1Cl	-11.2%	-24.1%	6.4	-0.1%	-15.6%	-8.1	-5.6%	-26.9%	7.6%
CCCn1c(NC(=O)c2cccc(C)c2C)nc2ccccc21	?	-6.7%[57.5 µM]	-0.4	?	?	-19.0	0.8%	-30.1%	20µM*
COc1ccc2c(c1)C(C)=CC(C)(C)N2C(=O)CN1C(=O)CCC1=O	-5.6%	i	2.9	0.0%	0.5%	-8.9	-0.5%	-5.1%	11.6%
COc1ccc(OC)c(NC(=O)CSc2sc3c(O)cc(=O)[nH]c3c2C#N)c1	-2.2%	-0.3%	2.1	-18.0%	-3.2%	-8.4	-4.0%	3.8%	14.1%
COc1cccc(-c2nnn(CC(=O)O)n2)c1	-6.6%	-1.6%[57.5 µM]	-16.8	4.6%	0.0%	-7.0	7.5%	2.0%	-12.4%
Cc1cccc(N2CCN(C(=O)c3ccc4c(c3)NC(=O)C(CSCc3cccc(F)c3)N4)CC2C)c1 (stereo not given)	-2.8%	i	-5.4	0.0%	13.5%	-24.7	-1.0%	?	-5.1%
CCCc1cc(=O)[nH]c(SCC(=O)c2cc(C)n(-c3c(C)n(C)n(-c4ccccc4)c3=O)c2C)n1	-6.0%	i	-2.9	1.7%	7.7%	-6.9	0.5%	4.2%	23.8%
COc1ccc(/C=N/NC(=O)C(=O)N2CCCC2)cc1	-3.9%	i	-5.7	7.2%	11.0%	-11.2	7.3%	4.5%	-0.2%
Cc1csc(NC(=O)c2cc3c(s2)-c2ccccc2OC3)n1	-2.6%	-52.5%[inhibitor]	8.5	8.3%	11.8%	23.0	3.7%	1.2%	14.7%
COc1ccccc1N1CCN(/N=C\c2sccc2C)CC1	5.0%	i	27.7	11.1%	-22.7%	8.3	?	6.3%	-2.7%
CCC(C)NC(=O)C1CCN(CCCc2ccccc2)CC1 (stereo not given)	0.1%	-0.1%	-6.0	?	-19.0%	0.5	9.9%	-30.2%	-7.5%
Cc1cc(NC(=O)CSc2nnc(NC(=O)C3CC(=O)N(c4ccccc4)C3)s2)no1 (stereo not given)	-1.0%	-10.5%	2.8	21.8%	0.5%	-1.9	0.6%	-13.3%	12.5%
O=C1C2C3C=CC(C4CC34)C2C(=O)N1/N=C/c1ccc(-c2ccc(Cl)cc2[N+](=O)[O-])o1 (stereo not given)	6.6%	-15.5%	-15.4	?	?	22.4	-12.4%	-13.0%	12.0%
OCCn1nc2c3ccccc3nc-2n(-c2ccccc2)c1=S	-6.5%	i	-2.2	1.5%	6.3%	-3.9	6.0%	-5.1%	2.4%
Cc1cc(C)c(C)c(S(=O)(=O)NCC(=O)NCC2CCCCC2)c1C	15.2%	-22.9%	-11.6	-3.6%	6.31µM*	-7.5	13.1%	17.3%	-25.1%
